# Vif-A3F inh: inhibitors of Vif-A3F interaction. HeLa A3F-eYFP + Vif (tagged APOBEC3F with the HIV-1 protein that degrades it), YFP fluorescence increase. Potency, µM (doses to about 46.1 µM), without a hit: top-dose activity, negative = active. actives 0.2% (n = 390,000); also: % of control where 0% means no effect; nearly all actives have a fitted effect of over 65% in size
#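 HeLa cells stably expressing A3F-eYFP plus Vif, plated and incubated overnight at 37 deg C, then exposed to compounds overnight at 37 deg C. Blocked degradation read as raised yellow fluorescence (Ex 488/Em 500-530).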
# TrxR1 substrate: is turned over as a substrate by rat TrxR1 | O89049 | purified TrxR1 substrate turnover, NADPH consumption readout | Potency, µM (top dose mostly 114 µM), for inactives: at the highest dose activity change, negative = substrate turnover | actives 0.01% (n = 390,000) | AID 588456; also: % is scaled to controls: 0 for no effect and ±100 for the full control effect; nearly all actives have a fitted effect of over 50% in size
# Target sequence (O89049 whole entry, looked up): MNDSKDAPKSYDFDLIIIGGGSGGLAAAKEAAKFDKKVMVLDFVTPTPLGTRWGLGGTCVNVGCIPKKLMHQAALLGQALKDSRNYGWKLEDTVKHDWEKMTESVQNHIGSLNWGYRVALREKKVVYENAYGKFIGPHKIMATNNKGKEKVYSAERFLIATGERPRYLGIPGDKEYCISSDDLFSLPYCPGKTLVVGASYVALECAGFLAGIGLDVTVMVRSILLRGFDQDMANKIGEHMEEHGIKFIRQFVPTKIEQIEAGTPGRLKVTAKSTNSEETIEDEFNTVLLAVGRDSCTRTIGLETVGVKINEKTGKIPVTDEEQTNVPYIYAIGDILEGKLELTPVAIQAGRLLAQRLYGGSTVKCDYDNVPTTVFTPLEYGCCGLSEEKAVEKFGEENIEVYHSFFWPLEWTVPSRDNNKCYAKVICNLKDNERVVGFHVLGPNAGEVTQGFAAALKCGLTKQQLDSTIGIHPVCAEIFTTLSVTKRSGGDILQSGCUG
#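 Rat TrxR1, dispensed at 90 nM, was prereduced with 400 uM NADPH (final) for 5 min at ~22 deg C, then incubated with compound 15 min before 400 uM selenite. A first-read NADPH fluorescence drop versus no-compound background flagged substrates.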
# RXFP1 agonist: RXFP1 (human) receptor agonism; actives 0.3% (n = 370,000); Q9HBX9; Potency, µM (top dose mostly 57.5 µM), without a hit: at the highest dose activation, usual class: activators; HEK293T-RXFP1 cAMP TR-FRET, 30 min; response scale: percent of porcine relaxin response, buffer zero; also: % is scaled to controls: 0 for no effect and ±100 for the full control effect; nearly all actives have a fitted effect of over 60% in size; many of its hits are not listed in these tables
#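 HEK293 cells stably expressing RXFP1, treated 30 min at 37C with compounds plus PDE4 inhibitor Ro 20174; cAMP measured by HTRF TR-FRET. Normalized to buffer and 29 nM porcine relaxin; EC50 by Hill fit.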
# IDH1 R132H inh: blocks human mutant IDH1 R132H enzyme; O75874; IDH1-R132H enzyme, NADPH consumption, diaphorase/resazurin fluorescence; Potency, µM (highest dose often 76.6 µM), inactives show top-dose activity change, negative = inhibition, hits mostly inhibitors; actives 0.093% (n = 390,000); also: % is scaled to controls: 0 for no effect and ±100 for the full control effect; nearly all actives have a fitted effect of over 65% in size
#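 IDH1-R132H (0.5 ug/mL dispensed) in pH 7.5 Tris buffer was preincubated 30 min with compound, then given a substrate mix of 0.016 mM NADPH and 2 mM alpha-KG for 80 min at room temperature; remaining NADPH was read by diaphorase/resazurin fluorescence.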
# TrxR1 inh: blocks rat thioredoxin reductase 1; Potency, µM (highest dose often 114 µM), inactives show top-dose activity change, negative = inhibition, usual class: inhibitors; O89049; actives 1% (n = 390,000); AID 588453; recombinant rTrxR1, NADPH fluorescence consumption, selenite substrate; also: % is scaled to controls: 0 for no effect and ±100 for the full control effect; nearly all actives have a fitted effect of over 65% in size
#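 Rat TrxR1 (90 nM in the dispensed reagent) was pre-reduced with 400 uM NADPH for 5 min at room temperature, then incubated with compound for 15 min. After 400 uM selenite was added, NADPH fluorescence (Ex 340/Em 450 nm) was followed for 8 min.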
# Vif-APOBEC3G blk: blocks the Vif interaction with human APOBEC3G; Q9HC16; HeLa A3G-eYFP + Vif (tagged APOBEC3G with the HIV-1 protein that degrades it), YFP fluorescence, overnight; Potency, µM (highest dose often 46.1 µM), for inactives: at the highest dose activity, negative = active, actives largely listed as inhibitors; actives 0.076% (n = 410,000); AID 602310;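 also: % is scaled to controls: 0 for no effect and ±100 for the full control effect; nearly all actives have a fitted effect of over 60% in size; hits raise eYFP signal because A3G escapes Vif-driven loss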
# Target sequence (Q9HC16 whole entry, looked up): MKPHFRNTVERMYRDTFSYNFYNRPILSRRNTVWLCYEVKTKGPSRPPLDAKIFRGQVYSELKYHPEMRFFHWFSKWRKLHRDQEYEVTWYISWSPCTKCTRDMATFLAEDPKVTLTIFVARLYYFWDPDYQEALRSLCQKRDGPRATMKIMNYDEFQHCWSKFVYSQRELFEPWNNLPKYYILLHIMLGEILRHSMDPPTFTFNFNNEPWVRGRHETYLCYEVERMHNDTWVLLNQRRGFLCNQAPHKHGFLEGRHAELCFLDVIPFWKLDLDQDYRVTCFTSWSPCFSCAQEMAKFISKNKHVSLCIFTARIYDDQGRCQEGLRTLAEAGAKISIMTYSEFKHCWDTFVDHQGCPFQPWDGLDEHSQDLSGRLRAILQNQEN
#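 HeLa cells stably expressing Vif and C-terminally eYFP-tagged A3G, seeded overnight at 37 deg C, then exposed to compound by pintool overnight at 37 deg C. Rise in yellow fluorescence (Ex 488/Em 500-530, Acumen) marks blocked Vif-driven A3G degradation.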
# ALOX12 inh: ALOX12 (human) lipoxygenase inhibition; purified 12hLO, xylenol orange hydroperoxide absorbance; Potency, µM (titrated, usually from 108 µM), for the others: at the top dose activity change, negative = inhibition, hits mostly inhibitors; P18054; actives 1.1% (n = 580,000); also: % is scaled to controls: 0 for no effect and ±100 for the full control effect
#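 Purified human 12hLO at 150 nM in 25 mM Hepes, 0.01% Triton X-100, pH 7.0, preincubated 15 min at room temperature with compound. Reaction started with 40 uM arachidonic acid, 30 min at room temperature. Hydroperoxide measured by Fe-xylenol orange, 573/405 nm absorbance ratio.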
# USP1-UAF1 inh: inhibitors of human USP1/UAF1 deubiquitinase; O94782; recombinant USP1/UAF1, Ub-Rhodamine cleavage fluorescence; Potency, µM (series often up to 57.1 µM), inactives show at the top dose activity change, negative = inhibition, usual class: inhibitors; actives 0.23% (n = 390,000); also: % is scaled to controls: 0 for no effect and ±100 for the full control effect; nearly all actives have a fitted effect of over 60% in size; inactives centre near -12
#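 USP1/UAF1 complex at 1 nM was preincubated with compound for 15 min at room temperature, then Ub-Rho substrate (150nM final) was added. Fluorescence (480/540 nm) was read kinetically, 6 reads every 60 seconds.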
# RGS4 inh: blocks human RGS4-accelerated GTP hydrolysis | Transcreener GDP fluorescence polarization, RGS4-accelerated GTP hydrolysis | P49798 | actives 0.039% (n = 390,000) | Potency, µM (doses to about 114 µM), inactives show top-dose activity change, negative = inhibition, actives largely listed as inhibitors | AID 504845; also: % is scaled to controls: 0 for no effect and ±100 for the full control effect; nearly all actives have a fitted effect of over 75% in size; some results filed as inactive show a strong effect at the top dose
# Target sequence (P49798 whole entry, looked up): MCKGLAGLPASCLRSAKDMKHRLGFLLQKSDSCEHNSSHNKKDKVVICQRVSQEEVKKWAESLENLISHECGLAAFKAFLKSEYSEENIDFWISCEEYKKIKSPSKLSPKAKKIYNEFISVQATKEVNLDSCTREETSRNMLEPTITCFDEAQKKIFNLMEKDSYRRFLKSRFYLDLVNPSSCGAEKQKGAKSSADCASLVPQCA
#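 MLSMR compounds (23 nl, pin-transferred) preincubated 10 min at room temperature with a 500nM (2x) first reagent, then RGS4 at 900nM (2x) plus Transcreener GDP mix added; fluorescence polarization (620/688 nm) read before and after 90 min at 30 °C.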
# Numbers without * were called inactive; u = inconclusive; x = not tested or not shown; & = joins results of further samples; [ ] = dose if it differs, or a comment. Calls follow the shape of the dose curve; as a rule, active = well fitted curve in the direction sought with a large enough effect; inconclusive = small, poorly fitted or top-dose-only effect, or another doubt; inactive = no such curve, though single readings can be large; an effect the other way counts as inactive or inconclusive. Potency is read from the fitted curve at half-maximal effect. A portion of the library, so the mix of outcomes need not match the whole.
SMILES,Vif-A3F inh,TrxR1 substrate,RXFP1 agonist,IDH1 R132H inh,TrxR1 inh,Vif-APOBEC3G blk,ALOX12 inh,USP1-UAF1 inh,RGS4 inh
COC(=O)C1CCN(C(=O)CN2C(=O)NC3(CCC(C)CC3)C2=O)CC1 (stereo not drawn),-8%,2%,x,1%,8%,1%,-21%,3%,4%
Cc1ccc2c(c1)C(=O)C(=O)N2Cc1ccc(OCCC(C)C)cc1,-3%,4%,-2.4%,-10%,12%,-2%,24%&-6%,-26%,0%
CC#CCN(Cc1ccco1)C(=O)C1CCC(=O)N(CCc2cccc(F)c2)C1 (stereo not drawn),-4%,x,x,0%,x,-2%,-9%,0%,x
COc1ccccc1N(C(=O)c1ccco1)C(C(=O)NC1CCCCC1)c1cc(OC)c(OC)c(OC)c1 (stereo not drawn),7%,3%,0.9%,6%,14%,-4%,-6%,-24%,-18%
COc1ccc(/C=C/C(=O)O)cc1COc1cccc(C)c1,-2%,-1%,0.1%,-3%,16%,1%,-19%,5%,-12%
COc1cccc(C(=O)NCC2(c3ccc(OC)c(OC)c3)CCCC2)c1,1%,-3%,-0.6%,1%,8%,-5%,u,-26%,-6%
ClCCN1C2=NCCCN2c2ccccc21,-4%,2%,-3.1%,3%,28%,4%,-5%,-8%,11%[56.9 µM]
COc1ccc(C2NC(=O)C(C#N)=C(S)N2c2ccc(C)cc2)cc1OC (stereo not drawn),-30%,-8%,0.1%,2%,-8%,4%,u,-6%,-36%
CCN(CC(=O)Nc1ccc(S(=O)(=O)N2CCCC2)cc1)CC(=O)Nc1ccccc1C(F)(F)F,-10%,-2%,x,-11%,u,-4%,-13%,-23%,7%
CCCCOc1cccc(C(=O)Nc2cc3nn(-c4ccc(F)cc4)nc3cc2C)c1,3%,23%,-17%,-7%,36%[11.4 µM],0%,-16%,-6%,7%
CC[C@H](C)[C@H](NS(=O)(=O)c1ccc(C)cc1)C(=O)N1CCC(C(=O)N[C@@H](C)C(=O)O)CC1,-12%,3%[57.1 µM],-0.3%,-2%,6%[57.1 µM],-1%,-9%,-3%,-13%
Cc1cc(C)cc(N(C(=O)C(F)(F)F)C(C(=O)NC2CCCCC2)c2cccs2)c1 (stereo not drawn),-1%,8%,-0.7%,0%,30%,-2%,5%,-8%,-2%
Cc1csc(NC(=O)c2ccc(=O)[nH]c2)n1,-4%,-4%,1.7%,15%,8%,-7%,7%,-11%,-5%
CCCCOC(=O)C(C)Oc1ccc(=O)n(-c2ccccc2)n1 (stereo not drawn),-1%,9%[57.1 µM],0.9%,3%,20%[57.1 µM],-4%,1%,-24%,3%
CN(C)/C=C(/C(=O)c1ccc(Cl)c(Cl)c1)c1nnnn1-c1ccccc1,5%,-2%,-2.7%,14%,23%,2%,41%[activator],-14%,2%

# Arranged by formula weight (smallest number first): part of the list above.
SMILES,Vif-A3F inh,TrxR1 substrate,RXFP1 agonist,IDH1 R132H inh,TrxR1 inh,Vif-APOBEC3G blk,ALOX12 inh,USP1-UAF1 inh,RGS4 inh
Cc1csc(NC(=O)c2ccc(=O)[nH]c2)n1,-4%,-4%,1.7%,15%,8%,-7%,7%,-11%,-5%
ClCCN1C2=NCCCN2c2ccccc21,-4%,2%,-3.1%,3%,28%,4%,-5%,-8%,11%[56.9 µM]
CN(C)/C=C(/C(=O)c1ccc(Cl)c(Cl)c1)c1nnnn1-c1ccccc1,5%,-2%,-2.7%,14%,23%,2%,41%[activator],-14%,2%
CCCCOc1cccc(C(=O)Nc2cc3nn(-c4ccc(F)cc4)nc3cc2C)c1,3%,23%,-17%,-7%,36%[11.4 µM],0%,-16%,-6%,7%
Cc1cc(C)cc(N(C(=O)C(F)(F)F)C(C(=O)NC2CCCCC2)c2cccs2)c1 (stereo not drawn),-1%,8%,-0.7%,0%,30%,-2%,5%,-8%,-2%

# Remaining list, next part.
SMILES,Vif-A3F inh,TrxR1 substrate,RXFP1 agonist,IDH1 R132H inh,TrxR1 inh,Vif-APOBEC3G blk,ALOX12 inh,USP1-UAF1 inh,RGS4 inh
Cc1oc2ccc(O)c(CN3CCOCC3)c2c1C(=O)Nc1ccccc1,2%,-4%,-0.8%,4%,7%,2%,-17%,u,-12%
CC(=O)Nc1ccc(S(=O)(=O)N2CN(c3ccc(C)cc3)c3nc4ccccc4nc32)cc1,2%,-11%,x,5%,-12%,-4%,u,-12%,-15%
O=C(O)C1(c2ccccc2)CCN(S(=O)(=O)c2ccc(F)c(F)c2)CC1,2%,1%,-1.3%,2%,16%,1%,0%,-10%,13%
Cc1nc2ccccn2c1C(=O)N/N=C/c1ccccc1,8%,-10%,0.0%,12%,1%,-5%,10%,-7%,21%
Cc1cc(C)c(S(=O)(=O)Nc2ccc(N3CCOCC3)cc2)c(C)c1,-7%,-1%,2.5%,5%,12%,-3%,-25%,-27%,-28%
Cc1ccc(C)c(N=Cc2ccc(-c3ccc([N+](=O)[O-])cc3)o2)c1,-6%,5%[57.1 µM],1.6%,2%,7%[57.1 µM],0%,0%,-7%,-22%
CCCCNC(=O)c1cc2n(n1)C(C(F)(F)F)CC(c1ccccc1)N2 (stereo not drawn),-4%,6%[57.1 µM],1.7%,-1%,15%[57.1 µM],1%,4%,-11%,3%
Cc1ccc(S(=O)(=O)NCCc2nnc3ccc(SCC(=O)Nc4nc(C)cs4)nn23)cc1,-1%,-12%,3.7%,4%,-12%,0%,-27%,2%,10%
CCCCN(CCCC)C(=O)CCS(=O)(=O)c1ccc2c(c1)n(C)c(=O)c(=O)n2C,2%,-6%,6.0%,3%,u,-1%,-3%,-1%,-3%
c1ccc(N2CCN(c3ccccc3)C2c2ccncc2)cc1,-1%,6%[57.1 µM],-1.2%,4%,-4%,-3%,8%[57.4 µM],-11%,-7%
CN(C(=O)COC(=O)CCCN1C(=O)c2cccc3cccc(c23)C1=O)C1CCS(=O)(=O)C1 (stereo not drawn),-19%,43%[activator],0.4%,7%,3%,2%,5%,-5%,-10%
O=C(Nc1ccc(F)cc1)C1CCN(c2nc3ccccc3n3cccc23)CC1,-18%,3%,2.6%,-4%,26%,2%,-16%,-25%,-19%
CCNc1oc(-c2ccc(COc3ccc(Cl)cc3)o2)nc1C#N,-7%,7%,0.4%,-10%,28%,3%,-12%,u,-9%
Cn1nc(C(=O)N2CCN(c3ccc(F)cc3)CC2)c2c1-c1ccccc1S(=O)(=O)C2,-3%,0%,0.4%,0%,11%,1%,-14%,-17%,22%
CCOc1ccc(S(=O)(=O)N2CCOCC2)cc1NC(=O)CSC(=S)N1CCCC1,1%,-5%,2.8%,1%,0%,-2%,u,-8%,u
O=[N+]([O-])c1ccc(S(=O)(=O)N2CCN(Cc3ccco3)CC2)cc1,-13%,-1%,-0.2%,3%,-13%,0%,0%,-20%,21%
Cc1nn(CC(=O)N2CCN(c3ccccc3)CC2)c(=O)c2cc3cc(F)ccc3n12,2%,3%,6.2%,6%,6%,-2%,0%,u,1%
CCC1=C(OC(=O)N(CC)CC)N2C(=O)OC(=NCC3CC3)[C@]2(C)[C@H]2C1=CC[C@H]1C(=O)NC(=O)[C@H]12,0%,-14%,0.0%,-5%[38.3 µM],-21%,2%,-26%,-13%,10%
O=C(NCCCN1CCOCC1)c1cn(-c2ccccc2)nc1-c1ccc(Br)cc1,1%,-1%,x,4%,4%,1%,u,-7%,-13%
O=C(Cc1cccs1)NCCS(=O)(=O)N1CCN(c2ccccc2)CC1,-7%,x,x,9%,x,-13%,6%,-19%,x
O=c1[nH]c2cc([N+](=O)[O-])ccc2c2ccccc12,19%,10%[57.1 µM],x,6%,24%[11.4 µM],3%,-18%,-4%,1%
Clc1ccc2c(c1)nc1n2CCCC1,1%,28%,-1.6%,-7%,1%[2.29 µM],-1%,-3%,-24%,7%
COc1cc(C=NNC(=S)Nc2ccc(S(=O)(=O)N3CCCCC3)cc2)cc(OC)c1OC,-3%,x,x,-4%,x,-1%,u,-18%,x
Cc1nc(SC(C(N)=O)c2ccccc2)c(C#N)c(C)c1C (stereo not drawn),4%,8%[2.29 µM],2.9%,5%,10%[57.1 µM],-2%,107%[activator],-20%,5%
O=C(O)c1ccc(NC(CSCc2ccc(F)cc2)C(=O)O)c([N+](=O)[O-])c1 (stereo not drawn),-4%,3%,1.8%,3%,21%,0%,-23%,-22%,5%
O=C(NCc1ccccc1CN1CCCC1)c1ccc(S(=O)(=O)Nc2ccccc2)cc1,0%,x,x,-3%,x,2%,-20%,2%,x
O=C(Nc1nc2ccccc2s1)C1CCN(C(=O)c2ccco2)CC1,-15%,-1%,1.7%,1%,15%,2%,u,-3%,1%
Nc1nc2c(s1)CCc1ccccc1-2,2%,0%,3.2%,18%,9%,-3%,u,-17%,u
O=C(Nc1nc2ccc(S(=O)(=O)N3CCCC3)cc2s1)c1ccccn1,-12%,-2%,2.8%,0%,u,4%,u,-9%,-22%
COc1cc(C(=S)N2CCCC2)ccc1O,-3%,9%,-0.7%,1%,-2%,1%,u,-12%,u
O=C(Nc1cc(S(=O)(=O)Nc2ccc(Cl)cc2)ccc1O)c1ccc(F)cc1F,-1%,-7%[11.4 µM],x,1%,-17%[11.4 µM],-12%,-18%,-4%,u
